# Screening results as filed in PubChem.
# PKA-R1A act: activators of PKA-R1A complex; activation, % at 11.4 µM; PKA-R1A dissociation, Cy5-IP20 fluorescence polarization; scaled: DMSO 0%, 113 µM cGMP 100%; 340,000 compounds, 0.083% hits; P00514+P68181;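 active = percent activation above the mean of all tested compounds plus 3 SD, cut at about 19% in these data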;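 note: higher means more PKAc released from R1A so a rise in polarization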
# PKA-R2B act: activators of human PKA-R2B complex | PKA-R2B holoenzyme dissociation, Cy5-IP20 fluorescence polarization; R2B truncated from residue 108, S112A mutant; 0% DMSO only, 100% 113 µM cGMP | activation, % at 11.4 µM | 340,000 compounds, 0.079% hits;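 active = activation above a cutoff set at the mean over all compounds plus 3 SD, cut at about 18% in these data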;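 note: higher means more holoenzyme dissociation and a rise in polarization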
# Target sequence (P31323 whole entry, looked up, other chains not shown, the tested form may be a part): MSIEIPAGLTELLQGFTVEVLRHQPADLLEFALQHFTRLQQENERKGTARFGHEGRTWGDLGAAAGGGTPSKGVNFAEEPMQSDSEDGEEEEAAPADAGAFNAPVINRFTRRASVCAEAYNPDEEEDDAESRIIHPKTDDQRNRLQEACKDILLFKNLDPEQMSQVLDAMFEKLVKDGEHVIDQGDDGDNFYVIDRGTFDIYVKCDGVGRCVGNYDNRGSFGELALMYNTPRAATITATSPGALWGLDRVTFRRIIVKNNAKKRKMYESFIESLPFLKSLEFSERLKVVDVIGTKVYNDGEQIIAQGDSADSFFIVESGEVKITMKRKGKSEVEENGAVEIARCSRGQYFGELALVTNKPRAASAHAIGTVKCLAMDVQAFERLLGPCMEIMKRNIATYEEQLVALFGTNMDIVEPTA
# Active calls of the source: *. This is a subset; the hit share may differ from the screen's.
SMILES | PKA-R1A act | PKA-R2B act
Cc1ccc([C@H]2C[C@H](n3cc(COC(=O)c4ccccc4)nn3)[C@@H](O)CN2CC2CCCCC2)cc1 | -14 | -4
Cc1ccc([C@H]2C[C@@H](O)[C@H](n3cc(C4CC4)nn3)CN2C(=O)c2cccs2)cc1 | -6 | 8
Cc1ccc([C@H]2C[C@@H](O)[C@H](n3cc(COC(=O)c4ccccc4)nn3)CN2Cc2cccs2)cc1 | 5 | -14
O=C1NC(Cc2ccccc2)c2nc3ccc(Cl)cc3c(=O)n2-c2cc3ccccc3cc21 (centres undefined) | 5 | 6
COc1ccc(CN2C(=O)C(CC(=O)NCCc3ccccn3)CC(C(=O)N(C)C)=C2C)cc1 (centres undefined) | -11 | 0
COCC(=O)N1C[C@H]2CON(C)[C@H]2C[C@H]1c1cccc(-c2ccccc2)c1 | -1 | 1
CCC(=O)N(C)C[C@@H]1Oc2ncc(Br)cc2C(=O)N([C@H](C)CO)C[C@H]1C | 0 | -7
Cc1cccc(S(=O)(=O)N(C)C[C@@H]2OCc3cnnn3CCCC(=O)N([C@H](C)CO)C[C@H]2C)c1 | -5 | -10
COc1ccc([C@H]2C[C@H](O)[C@@H](n3cc(C4CC4)nn3)CN2C(=O)C2CCCCC2)cc1 | -13 | 10
CC(C)C#Cc1ccc2c(c1)O[C@@H](CN(C)S(=O)(=O)c1cn(C)cn1)[C@@H](C)CN([C@H](C)CO)S2(=O)=O | 8 | 2
CCN1C(=O)[C@H]2[C@@H](c3ccc(OC)cc3)N[C@]3(CCCN(Cc4ccc(Cl)cc4)C3=O)[C@H]2C1=O | -16 | -2
Cc1ccccc1C(=O)N(C)[C@H]1C[C@H]2c3[nH]c4ccccc4c3CCN2C(=O)[C@H]1[C@H](C)O | -14 | -4
C[C@@H]1CN([C@H](C)CO)C(=O)CCCn2nncc2CO[C@@H]1CN(C)S(=O)(=O)c1ccc2ccccc2c1 | -9 | 1
C[C@@H]1CN([C@@H](C)CO)C(=O)CCCn2nncc2CO[C@H]1CN(C)C(=O)Nc1ccc(C(F)(F)F)cc1 | -18 | -17
CCCC1NC(=O)c2cc3ccccc3cc2-n2c1nc1cc(F)ccc1c2=O (centres undefined) | -5 | -9

# As entered above.
# PKA-R1A act, `Cc1ccc([C@H]2C[C@@H](O)[C@H](n3cc(C4CC4)nn3)CN2C(=O)c2cccs2)cc1` = -6
# PKA-R1A act, `CCC(=O)N(C)C[C@@H]1Oc2ncc(Br)cc2C(=O)N([C@H](C)CO)C[C@H]1C` = 0
# PKA-R2B act, `Cc1ccccc1C(=O)N(C)[C@H]1C[C@H]2c3[nH]c4ccccc4c3CCN2C(=O)[C@H]1[C@H](C)O` = -4
# PKA-R1A act, `Cc1ccc([C@H]2C[C@H](n3cc(COC(=O)c4ccccc4)nn3)[C@@H](O)CN2CC2CCCCC2)cc1` = -14

# Of the compounds above, five have sulfur.
SMILES | PKA-R1A act | PKA-R2B act
Cc1ccc([C@H]2C[C@@H](O)[C@H](n3cc(C4CC4)nn3)CN2C(=O)c2cccs2)cc1 | -6 | 8
Cc1ccc([C@H]2C[C@@H](O)[C@H](n3cc(COC(=O)c4ccccc4)nn3)CN2Cc2cccs2)cc1 | 5 | -14
Cc1cccc(S(=O)(=O)N(C)C[C@@H]2OCc3cnnn3CCCC(=O)N([C@H](C)CO)C[C@H]2C)c1 | -5 | -10
CC(C)C#Cc1ccc2c(c1)O[C@@H](CN(C)S(=O)(=O)c1cn(C)cn1)[C@@H](C)CN([C@H](C)CO)S2(=O)=O | 8 | 2
C[C@@H]1CN([C@H](C)CO)C(=O)CCCn2nncc2CO[C@@H]1CN(C)S(=O)(=O)c1ccc2ccccc2c1 | -9 | 1

# Single records, from the list above. Values in the order: PKA-R1A act | PKA-R2B act
# CCN1C(=O)[C@H]2[C@@H](c3ccc(OC)cc3)N[C@]3(CCCN(Cc4ccc(Cl)cc4)C3=O)[C@H]2C1=O in the list: -16 | -2
# O=C1NC(Cc2ccccc2)c2nc3ccc(Cl)cc3c(=O)n2-c2cc3ccccc3cc21 (centres undefined) in the list: 5 | 6
# Cc1ccc([C@H]2C[C@@H](O)[C@H](n3cc(COC(=O)c4ccccc4)nn3)CN2Cc2cccs2)cc1 in the list: 5 | -14
# COCC(=O)N1C[C@H]2CON(C)[C@H]2C[C@H]1c1cccc(-c2ccccc2)c1 in the list: -1 | 1

# Carrying on.
SMILES | PKA-R1A act | PKA-R2B act
COc1ccc(CN(C)CCCn2ccc(NC(=O)OCc3ccccc3)nc2=O)cc1OC | 3 | -4
O=C(C[C@H]1C(=O)N(C2CCCCC2)C[C@@H]1c1ccccc1)Nc1ccc(Br)cc1 | 4 | 0
C#CCN(C[C@@H]1[C@@H](OC(=O)Nc2c(C)noc2C)[C@@H](OC(=O)Nc2c(C)noc2C)Cn2c(=O)n(CCCCCC)c(=O)n21)S(=O)(=O)c1ccc(C)cc1 | -7 | -10
CSc1ncnc2c1ncn2CCCNCc1cccc2ccccc12 | -9 | 1
c1ccc(COc2ncnc3c2ncn3CCCN2CCN(Cc3cccc4ccccc34)CC2)cc1 | -2 | -13
C[C@@H]1CN([C@H](C)CO)C(=O)CCCn2nncc2CO[C@H]1CN(C)C(=O)Nc1ccnc(N2CCOCC2)c1 | 15 | 5
CCCCCCN1C[C@@H](O)[C@H](n2cc(-c3ccc(F)cc3)nn2)C[C@@H]1c1ccc(OC)cc1 | 0 | 6
Cc1cccc(NC(=O)c2nc[nH]c2C(=O)N[C@@H](C)CO)c1 | -9 | -3
CCCCCCN1C[C@@H](O)[C@H](n2cc(COC(=O)c3ccccc3)nn2)C[C@@H]1c1ccc(Cl)cc1 | -7 | 1
Cc1ccccc1-c1ccc2c(c1)O[C@@H](CN(C)Cc1ccc(C(=O)O)cc1)[C@@H](C)CN([C@H](C)CO)S2(=O)=O | -6 | 2
COc1cccc(CNC[C@H]2O[C@@H](n3ccc(N)nc3=O)[C@H](O)[C@@H]2O)c1OCc1ccc(F)cc1Cl | 5 | -2
FC(F)(F)c1cccc(CC2CN(Cc3ccccc3)Cc3ccccc3N2c2cc(Cl)cc(Cl)c2)c1 (centres undefined) | -11 | 3
COc1ccccc1S(=O)(=O)N(C)C[C@@H]1OCc2cnnn2CCCC(=O)N([C@H](C)CO)C[C@H]1C | 7 | 2
C[C@H]1CN([C@@H](C)CO)C(=O)CCCn2nncc2CO[C@H]1CN(C)S(=O)(=O)c1ccccc1 | -9 | -3
C[C@@H]1CN([C@H](C)CO)C(=O)CCCn2cc(nn2)CO[C@H]1CN(C)S(=O)(=O)c1cccc(C#N)c1 | 2 | -5

# The closing 2 compounds of the part above are carried over, then new ones follow:
SMILES | PKA-R1A act | PKA-R2B act
C[C@H]1CN([C@@H](C)CO)C(=O)CCCn2nncc2CO[C@H]1CN(C)S(=O)(=O)c1ccccc1 | -9 | -3
C[C@@H]1CN([C@H](C)CO)C(=O)CCCn2cc(nn2)CO[C@H]1CN(C)S(=O)(=O)c1cccc(C#N)c1 | 2 | -5
C#CCN(C[C@@H]1[C@@H](OC(=O)NCCCCCC)[C@@H](OC(=O)NCCCCCC)Cn2c(=O)n(CCCCCC)c(=O)n21)S(=O)(=O)c1ccc(C)cc1 | -10 | -9
CC1C(=O)N(Cc2cn(CCC3OCCCO3)nn2)CCS(=O)(=O)N1Cc1ccc(-c2ccc(F)nc2)cc1 (centres undefined) | -10 | 0
CCCCCC(=O)N1C[C@H](n2cc(C3CC3)nn2)[C@@H](O)C[C@@H]1c1ccccc1 | -9 | 13
C[C@H]1CN([C@@H](C)CO)C(=O)c2cc(Br)cnc2O[C@@H]1CN(C)S(=O)(=O)c1cn(C)cn1 | -3 | -1
C[C@@H]1CN([C@@H](C)CO)S(=O)(=O)c2ccc(Br)cc2O[C@H]1CN(C)C(=O)c1cccc(F)c1 | 3 | 4
COc1cc2c(cc1CNC[C@H]1O[C@@H](n3cc(C)c(=O)[nH]c3=O)C[C@@H]1O)OCO2 | 0 | -6
C[C@@H]1CN([C@H](C)CO)S(=O)(=O)c2ccc(C3=CCCCC3)cc2O[C@H]1CN(C)C(=O)Cc1cccnc1 | 3 | -1
O=C1C=C(c2ccccc2Oc2ccccc2)C[C@@H](c2ccc(F)cc2)C1 | -5 | -6
C[C@@H]1CN([C@@H](C)CO)C(=O)c2cc(NC(=O)c3ccccc3)ccc2O[C@@H](C)CCCCO[C@@H]1CN(C)Cc1ccc(C(F)(F)F)cc1 | -9 | -15
C[C@H]1CN([C@@H](C)CO)C(=O)CCCn2nncc2CO[C@@H]1CN(C)Cc1ccc(C(F)(F)F)cc1 | -3 | -15
C[C@H]1CN([C@@H](C)CO)S(=O)(=O)c2ccc(Br)cc2O[C@H]1CN(C)Cc1ccccc1 | 1 | -7
CCN(CC)C(=O)C1=C(C)N(Cc2ccc(C(C)(C)C)cc2)C(=O)C(CC(=O)NCCN2CCOCC2)C1 (centres undefined) | -2 | -7
C[C@@H]1CN([C@H](C)CO)C(=O)CCCn2nncc2CO[C@@H]1CN(C)S(=O)(=O)c1cn(C)cn1 | -4 | 0
COc1ccc(N2C[C@H](CSC)[C@@H](CC(=O)Nc3ccc(Br)cc3)C2=O)cc1 | -14 | -8
C[C@@H]1CN([C@@H](C)CO)S(=O)(=O)c2ccc(Br)cc2O[C@H]1CN(C)C(=O)c1ccccc1 | -2 | 8
C[C@@H]1Cn2cnc(C(=O)N[C@@H](Cc3c[nH]c4ccccc34)C(=O)OC(C)(C)C)c2C(=O)N1 | -13 | -12
C[C@H]1CN([C@@H](C)CO)C(=O)CCCn2cc(nn2)CO[C@@H]1CN(C)S(=O)(=O)c1ccc(C#N)cc1 | 4 | -1
CCCCCCN1C[C@H](O)[C@@H](n2cc(C3CC3)nn2)C[C@@H]1c1ccccc1 | -4 | -9
C[C@@H]1CN([C@@H](C)CO)C(=O)c2cc(NC(=O)c3ccccc3)ccc2O[C@@H](C)CCCCO[C@@H]1CN(C)S(=O)(=O)c1ccc(F)cc1 | -6 | -3
C[C@@H]1CN([C@H](C)CO)C(=O)c2c(c3ccccc3n2C)-c2ccccc2CO[C@@H]1CN(C)C(=O)Nc1ccccc1C(F)(F)F | -4 | 3
COc1cccc(-c2ccc3c(c2)O[C@H](CN(C)C(=O)c2ccccc2F)[C@H](C)CN([C@H](C)CO)S3(=O)=O)c1 | -2 | -8
CSC[C@H]1CN(CCc2ccccc2)C(=O)[C@@H]1CC(=O)Nc1ccc(Br)cc1 | -8 | -8
O=C(OCc1cn([C@@H]2CN(C(=O)C3CCCCC3)[C@@H](c3ccccc3)C[C@H]2O)nn1)c1ccccc1 | 4 | 8
COc1ccccc1NC(=O)N(C)C[C@@H]1OCc2cn(nn2)CCCC(=O)N([C@@H](C)CO)C[C@H]1C | -9 | 3
C[C@@H]1CN([C@H](C)CO)S(=O)(=O)c2ccc(Br)cc2O[C@@H]1CN(C)C(=O)Nc1ccc(C(F)(F)F)cc1 | 4 | 1
CN1OC[C@@H]2CN(S(=O)(=O)c3cccc4ccccc34)[C@H](c3ccc(-c4ccccc4)cc3)C[C@@H]21 | 2 | -8
O=C(Nc1ccn(CCCN2CCN(c3ccccc3)CC2)c(=O)n1)OCc1ccccc1 | -5 | -5
CC(C)C1C(=O)N(Cc2cn(CC3CCCCC3)nn2)CCS(=O)(=O)N1Cc1ccc(-c2ccc(F)nc2)cc1 (centres undefined) | 5 | 3
C[C@@H]1CN([C@H](C)CO)C(=O)CCCn2nncc2CO[C@@H]1CN(C)S(=O)(=O)c1cccc(C#N)c1 | -17 | 6
COc1ccccc1CN(C)C[C@H]1OCc2cnnn2CCCC(=O)N([C@H](C)CO)C[C@@H]1C | -8 | -5
CN(CCCn1ccc(NC(=O)OCc2ccccc2)nc1=O)Cc1ccco1 | 6 | -6
O=C(CC1CC1)Nc1ccc2c(c1)[C@@H]1C[C@H](CC(=O)NC3CCCC3)O[C@@H](CO)[C@@H]1O2 | -13 | -7
COC(=O)C[C@H]1C[C@H]2c3cc(NS(=O)(=O)c4ccc(OC)cc4)ccc3O[C@H]2[C@H](CO)O1 | -3 | 3
Cc1ccc([C@H]2C[C@@H](O)[C@H](n3cc(-c4ccc(F)cc4)nn3)CN2C(=O)C2CCCCC2)cc1 | -9 | 2
CC(C)(C)OC(=O)N1CCC(NC(=O)c2[nH]cnc2C(=O)Nc2ccccc2F)CC1 | 12 | -4
CC(=O)N1C[C@H]2CON(C)[C@H]2C[C@H]1c1ccc(-c2ccc(C#N)cc2)cc1 | 0 | 3
C[C@@H]1CN([C@@H](C)CO)C(=O)c2cc(C#Cc3ccccc3)cnc2O[C@@H]1CN(C)Cc1ccccn1 | -6 | 0
CSc1ncnc2c1ncn2CCCN1CCN(C(=O)C2CC2)CC1 | -3 | 3
COc1cccc(S(=O)(=O)N(C)C[C@@H]2OCc3cn(nn3)CCCC(=O)N([C@H](C)CO)C[C@H]2C)c1 | -13 | -21
C[C@@H]1CCCCO[C@H](CN(C)Cc2ccc(Cl)c(Cl)c2)[C@H](C)CN([C@@H](C)CO)C(=O)c2cc(NC(=O)Nc3ccc(F)cc3)ccc2O1 | -2 | -6
C[C@H]1CN([C@@H](C)CO)C(=O)CCCn2cc(nn2)CO[C@@H]1CN(C)S(C)(=O)=O | -6 | 1
O=[N+]([O-])c1ccc(CN2CC(N3CCCC3)CS2(=O)=O)cc1 (centres undefined) | -2 | 2
C[C@@H]1CN([C@H](C)CO)C(=O)CCCn2cc(nn2)CO[C@H]1CN(C)S(=O)(=O)c1ccc2ccccc2c1 | -3 | -4
CCCCCCN1C[C@@H](O)[C@H](n2cc(C3CC3)nn2)C[C@@H]1c1ccc(OC)cc1 | 7 | 3
C[C@H]1CNC(=O)c2c(C(=O)Nc3cccc(Cl)c3)ncn21 | -6 | -3
C[C@H]1CN([C@@H](C)CO)C(=O)c2cc(-c3ccccc3F)cnc2O[C@@H]1CN(C)C(=O)NC1CCCCC1 | 8 | -2
CC(=O)N(C)C[C@@H]1Oc2ncc(Br)cc2C(=O)N([C@H](C)CO)C[C@@H]1C | -5 | 2
